Source: PubChem BioAssay (Broad Institute)
C2C12 statin – suppressors of simvastatin-induced myotoxicity in C2C12 myotubes. hit rate 0.78% among 330,000. rescue of ATP level, % at 7.49 µM. ATP luminescence, 48 h; scaled: DMSO 0, geranylgeraniol control 100. AID 602340;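 active = mean ATP rescue above about 67%, or every replicate alone reaching that limit, limit read from the data, passing the limit was not always enough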;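 also: myotubes were challenged with 10 µM simvastatin during compound exposure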
PGC1a acetyl inh – modulators of PGC1a acetylation; U2OS PGC1a acetylation, AlphaScreen anti-acetyl-lysine; with virally co-expressed GCN5 acetyltransferase; hit rate 0.17% among 350,000; inhibition, % at 15.6 µM;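 active = every replicate shows inhibition of at least 40%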;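 also: 0% = neutral control wells and 100% = positive control wells; some results beyond the cut were filed as inactive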
Cneo AK release – causes C. neoformans cell lysis; adenylate kinase release luminescence, 4 h; normalised: neutral wells 0, clomiphene wells 100; lysis activity, % at 15 µM; hit rate 0.2% among 360,000; AID 651654;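 active = mean lysis activity across replicates of at least 80%, whatever share of replicates individually reach that level; inactive = mean lysis activity below 80%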
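Test system: log-phase Cryptococcus neoformans yeast cells. Input: 5 × 10^6 yeast cells/mL. Medium: fresh YPD growth medium. Doses: single dose. Incubation: static 4 h at 37 °C with compound, 1 h detection. Measured by: luminescent adenylate kinase detection reagent. Read-out: signal increase indicating cell lysis. Benchmarks: Clomiphene.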
The depositor's hits bear a star; & = joins results of further samples. A portion of the library; rates above refer to the full screens.

1: CN1CCN(C2=C(Cl)C(=O)N(C3CCCCC3)C2=O)CC1
2: C/C(CC1(O)C(=O)N(Cc2ccccc2)c2ccccc21)=N\O (centres undefined)
3: Cc1cc(C)c2c(c1)C1C=CCC1C(c1ccc(S(=O)(=O)N3CCOCC3)cc1)N2 (centres undefined)
4: O=C(Cc1ccsc1-c1ccccc1)NO
5: CNS(=O)(=O)c1ccc(NC(=O)C(CCSC)NC(N)=O)cc1 (centres undefined)
6: C=CCNC(=O)C1CCN(S(C)(=O)=O)CC1
7: COc1ccc(/C=N/NC(=O)CCc2ccccc2)cc1O
8: CC(C)(C)SCCNC(=O)COc1ccccc1
assay / entry,1,2,3,4,5,6,7,8
C2C12 statin,-18,27,14,14,3,5,1,-7
PGC1a acetyl inh,-2,20,-1,-42,2,2,-2,2
Cneo AK release,0,0,0,2,-1,1,0,0

Retrieved one by one from the entries so far:
7: COc1ccc(/C=N/NC(=O)CCc2ccccc2)cc1O
3: Cc1cc(C)c2c(c1)C1C=CCC1C(c1ccc(S(=O)(=O)N3CCOCC3)cc1)N2 (centres undefined)
assay / entry,7,3
C2C12 statin,1,14
PGC1a acetyl inh,-2,-1
Cneo AK release,0,0

Remaining list, next part.
9: O=C(O)CSc1nnc(C2CC2)n1-c1ccccc1
10: CCC(C(=O)N1CCN(c2cccc(Cl)c2)CC1)c1ccccc1 (centres undefined)
11: Nc1ncnc2oc(-c3ccco3)c(-c3ccco3)c12
12: CCN1CCN(C(=O)c2ccccc2N(Cc2ccccc2)S(=O)(=O)c2ccc(C)cc2)CC1
13: CCOC(=O)NCCc1ccc(OC)cc1
14: COc1ccc(C(=O)n2nc(-c3ccc(Cl)cc3)nc2N)cc1OC
15: O=c1[nH]cnc2scc(-c3cccs3)c12
16: COc1cc(OC)cc(C(=O)N2CCC(N3CCN(c4ccccc4)CC3)CC2)c1
assay / entry,9,10,11,12,13,14,15,16
C2C12 statin,3,24,-57,-3,-3,-7,23,-10
PGC1a acetyl inh,-7,-19,12,-9,3,-1,6,44
Cneo AK release,0,0,-4,6,3,0,1,0

17: CCC(C)(C)n1nnnc1C(c1ccc2ncccc2c1)N1CCN(c2nc3ccccc3s2)CC1 (centres undefined)
18: CC(C)C(c1nnnn1Cc1ccccc1)N1CCN(Cc2ccco2)CC1 (centres undefined)
19: Cc1cc(C)c(C(=O)OCCNC(=O)c2cccnc2)cc1C
20: CS(=O)(=O)N1Cc2ccccc2CC1C(=O)Nc1ccccc1C(N)=O (centres undefined)
21: Nn1c(-c2cccc(Br)c2)n[nH]c1=S
22: CCOC(=O)C(N)CSC1CC(=O)N(c2ccc(C(=O)OC)cc2)C1=O (centres undefined)
23: CCOCc1cn(CC(=O)c2ccc(Cl)cc2)c(C)nc1=N
24: CCC(C(=O)O)n1c(C(F)(F)F)nc2ccccc21 (centres undefined)
assay / entry,17,18,19,20,21,22,23,24
C2C12 statin,-25,10,16,4,-2,9,3,4
PGC1a acetyl inh,5,21,3,0,4,6,-5,2
Cneo AK release,-2,0,0,6,1,2,-1,1

25: CCC(C)(C)NC(=O)CN(C(=O)CNS(=O)(=O)c1ccc(C)cc1)c1ccc2c(c1)OCCO2
26: COc1ccccc1N1CCN(c2ccc(-c3ccccc3)nn2)CC1
27: CC(=O)Oc1cccc(N2C(=O)C3C4C=CC(C4)C3C2=O)c1 (centres undefined)
28: CCOC(=O)c1c(C)[nH]c(C)c1C(=O)CSc1nnc(-c2cc(OC)c(OC)c(OC)c2)o1
29: O=c1c(C/C=C/c2ccccc2)c(O)nc2n1CCCS2
30: COc1ccc(OCC(=O)NN2Cc3ccccc3C2=N)cc1
31: Cc1ccccc1CN1CCN(C/C=C/c2ccccc2)CC1
32: CC1CN(C2CC(C)(C)NC(C)(C)C2)CCC1=O (centres undefined)
assay / entry,25,26,27,28,29,30,31,32
C2C12 statin,16,-125,0,-1,12,4,-1,8
PGC1a acetyl inh,-12,-57,1,-1,9,7,12,-46
Cneo AK release,-1,-3,-1,3,-5,1,-5,1

33: CSCCC(NC(=O)OCc1ccccc1)C(=O)O (centres undefined)
34: CCC(C)(C(=O)NC1CCCCC1)N(Cc1ccco1)C(=O)c1cnccn1 (centres undefined)
35: O=C(CCCCn1c(=O)c2ccccc2n(CC(=O)Nc2cccc(F)c2)c1=O)NCc1ccco1
36: O=C(NC1CCS(=O)(=O)C1)c1ccc(S(=O)(=O)NCC2CCCO2)cc1 (centres undefined)
37: CC(=O)c1n[nH]nc1Nc1nc(C)cc(C)n1
38: O=C(CCSc1ccc(Cl)cc1)N1CCN(c2ncccn2)CC1
39: O=C(c1cnn2c(C(F)F)cc(C3CC3)nc12)N1CCCC1
40: O=C(CN1CCN(c2ccc(Cl)cc2)CC1)Nc1ccc(F)c(F)c1
assay / entry,33,34,35,36,37,38,39,40
C2C12 statin,5,-5,20,0,-10,14,-19,6
PGC1a acetyl inh,-3,-9,53,7,0,-2,18,0
Cneo AK release,-1,0,1,-2,1,-1,3,2

41: CC1CCCN(C(=O)c2ccc(S(=O)(=O)N3CCC(c4nc5ccccc5s4)CC3)cc2)C1 (centres undefined)
42: O=C(O)COCc1nc2ccccc2[nH]1
43: CC(=O)O/N=C(/C)c1ncc(C(F)(F)F)cc1N1CCOCC1
44: CC(=O)c1ccc(NC(=O)CSc2nnc(NC(=O)CN3CCOCC3)s2)cc1
45: COc1ccc2cc(C(=O)c3ccccc3)c(=O)oc2c1
46: CC1Cc2ccccc2N1S(=O)(=O)c1ccc2c(c1)n(C)c(=O)c(=O)n2C (centres undefined)
47: COc1ccc(-c2csc(Nc3ccc(S(N)(=O)=O)cc3)n2)cc1
48: O=C(NCc1cccs1)C1CCN(S(=O)(=O)N2CCCC2)CC1
assay / entry,41,42,43,44,45,46,47,48
C2C12 statin,-46,-1,-3,44,1,-7,10,8
PGC1a acetyl inh,7,10,-3,-5,4,-4,4,3
Cneo AK release,-1,-1,2,-5,-1,-1,-3,3

49: O=C(Oc1ccccc1OC(=O)N1CCOCC1)N1CCOCC1
50: CCOC(=O)c1c(C)oc2c1c1c(c3ccccc32)OCN(Cc2cccnc2)C1
51: Oc1ccc(-c2n[nH]c(=S)n2Cc2ccco2)cc1
52: Nc1ncnc2nc(SCc3ccccc3)[nH]c12
53: CC(=O)Oc1c(S(=O)(=O)c2ccc(C)cc2)c(C)nn1-c1ccccc1
54: COC(=O)c1ccc(NC(=O)CSCc2ccccc2)cc1
55: CSc1ccc(Cl)c(C(=O)OCC(=O)NCc2ccco2)c1
56: O=C(c1cn(-c2ccccc2)nc1-c1cccs1)N1CCN(c2ccccc2)CC1
assay / entry,49,50,51,52,53,54,55,56
C2C12 statin,5,4,9,99*,-9,-6,-8,-19
PGC1a acetyl inh,-21,3,-12,-8,6,-7,-8,0
Cneo AK release,-1,0,-1,1,-1,2,0,1

57: COc1cccc(-n2c(COc3ccc(C)cc3)nnc2SCC(N)=O)c1
58: Cn1cccc1C(C(=O)NC1CCCCC1)N(C(=O)Cc1cccs1)c1ccc2c(c1)OCO2 (centres undefined)
59: CCC(=O)Nc1ccc(N2CCC(C)CC2)cc1
60: CC(NC(=O)NCCCn1ccnc1)(C(F)(F)F)C(F)(F)F
61: Cn1cnnc1SCC(=O)Nc1ccccc1Sc1ccccc1
62: CC1(C)CC2(CCO1)CNC(=O)O2 (centres undefined)
63: COc1ccc(NC(=O)Cn2nnc(C(=O)NCCc3ccc(OC)c(OC)c3)c2N)cc1
64: O=C(Nc1ncn[nH]1)c1ccc(Cl)c(S(=O)(=O)N2CCCCCC2)c1
assay / entry,57,58,59,60,61,62,63,64
C2C12 statin,17,-7,13,-1,-10,-16,18,-8
PGC1a acetyl inh,-5,4,-2,-3,2,-11,6,2
Cneo AK release,-1,0,6,-2,3,-1,1,-2

65: CCN(CC)C(c1ccc(F)cc1)c1nnnn1C1CCCCC1 (centres undefined)
66: CCCCN(CC)CCCNC(=O)C1c2ccccc2C(=O)N(C)C1c1cn(C)c2ccccc12 (centres undefined)
67: CC(CN1CCOCC1)OC(=O)COc1ccc(F)cc1 (centres undefined)
68: CCc1ccc(NC(=O)CNS(=O)(=O)c2c(C)noc2C)cc1
69: CCC(=O)Nc1ccccc1C(=O)OCC(=O)c1cccc2ccccc12
70: CCCOc1ccc(CSC(CC(=O)O)C(=O)O)cc1 (centres undefined)
71: COc1ccc(O)c(/C=c2/sc3nc4cc(C)c(C)cc4n3c2=O)c1
72: Cc1nn(C(=O)c2ccco2)c(C)c1Sc1ccccc1
assay / entry,65,66,67,68,69,70,71,72
C2C12 statin,2,0,-5,5,-1,-12,-68,17
PGC1a acetyl inh,-7,1,-12,-1,0,-3,2,2
Cneo AK release,2,-3,0,6,1,0,7,-5

73: CCCC1(C(=O)OCC)NC(c2ccc(N(C)C)cc2)C2C(=O)N(c3ccc(OCC)cc3)C(=O)C21 (centres undefined)
74: O=c1cc(O)nc(SCc2ccccc2)n1-c1ccccc1
75: Cc1ccc(C(=O)COC(=O)c2n[nH]c(=O)c3ccccc23)cc1
76: CC1Oc2ccccc2N(CC(=O)Nc2ccc3c(c2)OCO3)C1=O (centres undefined)
77: CC(C)Cn1c(N)c(C(=O)COC(=O)C2=COCCO2)c(=O)n(C)c1=O
78: C=CCN1CC(O)=C(c2ccccc2)C1=N
79: C#CCOc1nc(OCC#C)nc(OCC#C)n1
80: Cc1ccc(NC(=O)C2C(c3ccccc3)C2(Cl)Cl)c(C)c1 (centres undefined)
assay / entry,73,74,75,76,77,78,79,80
C2C12 statin,8,33,8,0,0,10,1,-15
PGC1a acetyl inh,-3,0&-8,4,14,15,-6,3,71*
Cneo AK release,0,0,-5,0,1,0,-2,2

81: COc1ccc2cc3cc(C(=O)NCCN4CCN(c5ccccc5F)CC4)oc3nc2c1
82: COc1ccc(-c2cc3nc(C)cc(C)n3n2)cc1
83: COc1ccc(OC)c(-n2c(SCC(=O)N3CCc4ccccc43)nc3c(c2=O)SCC3)c1
84: CCOc1ccc(C(=O)NCC(C)CN(C)C)cc1OCC (centres undefined)
85: Cc1ccc(C(=O)NC(N2CCCC2)C(Cl)(Cl)Cl)cc1 (centres undefined)
86: O=C(c1ccco1)N1CCN(C(=O)c2sccc2-c2ccccc2)CC1
87: COc1ccc(C/C(O)=C(\C#N)c2nc3ccccc3[nH]2)cc1OC
88: CN1CCN(c2nc(-c3ccccc3)nc3c2oc2ccccc23)CC1
assay / entry,81,82,83,84,85,86,87,88
C2C12 statin,-9,-4,3,-5,21,1,3,0
PGC1a acetyl inh,-3,2,-3,-14,6,-15,-2,4
Cneo AK release,0,-17,0,0,-1,3,1,1

Of the compounds above, these have a CF3 group:
24: CCC(C(=O)O)n1c(C(F)(F)F)nc2ccccc21 (centres undefined)
43: CC(=O)O/N=C(/C)c1ncc(C(F)(F)F)cc1N1CCOCC1
60: CC(NC(=O)NCCCn1ccnc1)(C(F)(F)F)C(F)(F)F
assay / entry,24,43,60
C2C12 statin,4,-3,-1
PGC1a acetyl inh,2,-3,-3
Cneo AK release,1,2,-2

Carrying on:
89: Cc1ccc(C)c(S(=O)(=O)NC(CCC(N)=O)C(=O)O)c1 (centres undefined)
90: Cc1nc(/C=[N+](\[O-])C(C)(C)/C=N/O)n(O)c1C
91: Nc1cc(=O)[nH]c(SCc2nnc(-c3ccccc3)o2)n1
92: CCc1[nH]nc2c1C1(CCOC1C)C(C#N)=C(N)O2 (centres undefined)
93: Cc1cc(N2CCOCC2)ccc1/C=C1\NC(=O)N(CC(=O)Nc2ccccc2C)C1=O
94: Cc1ccc(CNC(=O)c2ccc(NS(=O)(=O)c3c(C)noc3C)cc2)cc1
95: O=C(NCCN1CCN(c2ccccc2F)CC1)c1cccn2c(=O)c3ccccc3nc12
96: O=C(NCc1ccc(N2CCCC2=O)cc1)c1cn(CCc2ccccc2)nn1
assay / entry,89,90,91,92,93,94,95,96
C2C12 statin,10,11,7,12,-5,4,-10,8
PGC1a acetyl inh,2,-6,1,7,-9,-6,-2,4
Cneo AK release,-1,1,1,-1,0,0,1,-1

97: O=C(c1ccccc1F)N1CCN(c2ccccc2F)CC1
98: O=C(CN1CCCCC1)Nc1ccc(S(=O)(=O)N2CCOCC2)cc1
99: CCC(=O)Nc1ccc(S(=O)(=O)NCCc2ccccc2)cc1
100: Cn1cnnc1Sc1cc(N2CCN(S(=O)(=O)c3ccc(Cl)c(Cl)c3)CC2)ccc1[N+](=O)[O-]
101: N#Cc1c(NC(=O)CSc2nnc(-c3ccncc3)n2CC2CCCO2)sc2c1CCCC2 (centres undefined)
102: CSc1cc(C)n(-c2ccccc2)c(=S)c1C(C)=O
103: CO/N=C/NC(=O)c1c(OC)ccnc1Oc1ccccc1
assay / entry,97,98,99,100,101,102,103
C2C12 statin,9,-4,-9,-9,-15,12,6
PGC1a acetyl inh,3,-1,0,3,3,2,13
Cneo AK release,2,-2,1,-1,-4,-1,0
